# Assay outcomes (PubChem)
# CCR6 antagonist = antagonists of human CCR6 receptor; CHO-K1 CCR6 PathHunter beta-arrestin, luminescence, CCL20-stimulated; inhibition, % at 20 µM; 340,000 tested, 0.49% active;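 active = compounds whose inhibition of the agonist-driven luminescence signal at 20 µM reaches about 50%, limit read from the data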;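 note: cells stimulated with CCL20 at 14 nM final; plate controls were DMSO with CCL20 for no effect and DMSO without agonist for full effect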
# ATG4B inh = blocks human ATG4B protease cleavage of LC3 substrate. ATG4B cleavage of LC3-PLA2, NBD-HPC fluorescence, 1 h. inhibition, % at 8.33 µM. 340,000 tested, 0.51% active. Q9Y4P1; in the data active = inhibition above about 40%
# Gli-Sufu antag = antagonists of Gli-Sufu signaling. 340,000 tested, 0.74% active. Sufu-KO-LIGHT fibroblasts, Gli luciferase reporter luminescence. inhibition, % at 5 µM;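 active = inhibition above about 55%, limit read from the data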;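 note: 0% = DMSO-treated cells and 100% = wells with medium but no cells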
# UBC13 inh = blocks human UBC13 polyubiquitin chain formation; P61088; TR-FRET; inhibition, % at 20 µM; 330,000 tested, 0.47% active; AID 485273; in the data active = inhibition above about 45%, passing the limit was not always enough
# Target sequence (P61088 whole entry, looked up): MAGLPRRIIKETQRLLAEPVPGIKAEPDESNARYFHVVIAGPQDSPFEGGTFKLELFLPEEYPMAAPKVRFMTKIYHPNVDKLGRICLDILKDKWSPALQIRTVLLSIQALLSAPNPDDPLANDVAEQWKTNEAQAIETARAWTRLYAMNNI
# EBI2 antag = antagonists of human EBI2 receptor; P32249; EBI2 beta-arrestin recruitment, luminescence, 7a,25-OHC stimulated; inhibition, % at 5 µM; 360,000 tested, 0.81% active; AID 651636; in the data active = inhibition above about 38%;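 note: enzyme fragment complementation signal reports receptor beta-arrestin coupling in cells; 0% = agonist plus DMSO wells and 100% = wells without agonist; some results beyond the cut were filed as inactive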
# APJ antagonist = antagonists of human APJ apelin receptor; AID 2521; CHO-K1 APJ beta-arrestin complementation, luminescence; inhibition, % at 20 µM; 330,000 tested, 0.32% active;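 active = inhibition above about 40% at 20 µM, limit read from the data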;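 note: cells challenged with 10 nM apelin-13 agonist together with compound; plate controls were apelin-13 plus DMSO wells for no effect and DMSO wells lacking apelin-13 for full effect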
# Target sequence (P35414 whole entry, looked up): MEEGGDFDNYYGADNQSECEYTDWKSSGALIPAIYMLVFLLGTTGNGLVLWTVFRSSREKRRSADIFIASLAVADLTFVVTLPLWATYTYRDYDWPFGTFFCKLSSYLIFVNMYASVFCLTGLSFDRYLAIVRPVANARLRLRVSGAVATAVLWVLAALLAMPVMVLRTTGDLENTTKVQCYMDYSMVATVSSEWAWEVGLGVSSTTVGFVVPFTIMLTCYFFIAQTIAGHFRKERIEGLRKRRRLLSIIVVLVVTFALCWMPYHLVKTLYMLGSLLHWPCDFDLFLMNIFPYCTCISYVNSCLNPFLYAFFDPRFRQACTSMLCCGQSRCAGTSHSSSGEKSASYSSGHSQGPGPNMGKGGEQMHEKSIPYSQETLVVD
# APJ agonist = agonists of human APJ apelin receptor; P35414; CHO-K1 APJ PathHunter beta-arrestin, luminescence; 0% DMSO wells, 100% apelin; activation, % at 20 µM; 330,000 tested, 0.11% active; AID 2520;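 active = activation more than six SD over the plate average, tested at 20 µM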;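 note: 0% = DMSO alone and 100% = apelin-13 at 10 nM; some results filed as inactive read as strong as hits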
#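 Assay system: CHO-K1 APJ beta-arrestin complementation cell line / Compound: single test compound dose, 20 µM final, 1% DMSO / Times: overnight seeding, 90 min compound at 25 °C, 1 h detection / Technique: beta-gal luminescence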
# CXCR6 inh = inhibitors of human CXCR6 receptor; CHO-K1 PathHunter CXCR6 beta-arrestin, luminescence; inhibition, % at 20 µM; 360,000 tested, 0.36% active; in the data active = inhibition above about 34%, passing the limit was not always enough;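 note: antagonist mode with CXCL16 agonist at 10 nM final; 0% = 10 nM CXCL16 with DMSO and 100% = unstimulated wells without agonist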
# Target sequence (O00574 whole entry, looked up): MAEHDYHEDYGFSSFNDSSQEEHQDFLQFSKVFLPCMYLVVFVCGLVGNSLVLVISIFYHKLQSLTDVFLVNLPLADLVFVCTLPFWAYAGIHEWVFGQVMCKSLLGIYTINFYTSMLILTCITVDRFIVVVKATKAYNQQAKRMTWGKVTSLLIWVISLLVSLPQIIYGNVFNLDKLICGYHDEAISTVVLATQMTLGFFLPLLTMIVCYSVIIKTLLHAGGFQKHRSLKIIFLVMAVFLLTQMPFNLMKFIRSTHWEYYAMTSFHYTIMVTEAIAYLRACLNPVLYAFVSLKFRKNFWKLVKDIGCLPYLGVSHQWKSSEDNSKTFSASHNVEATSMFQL
# Active calls of the source: *; · = not tested or not shown.
SMILES	CCR6 antagonist	ATG4B inh	Gli-Sufu antag	UBC13 inh	EBI2 antag	APJ antagonist	APJ agonist	CXCR6 inh
O=C(NCCc1ccccn1)C1CCCN1S(=O)(=O)c1ccc(Cl)cc1 (stereo unspecified)	7	-8	15	6	9	-14	0	-5
Cc1cc(Br)ccc1NC(=O)C1CCN(C(=O)c2ccco2)CC1	8	2	-13	3	6	17	-4	5
CSc1nc(N)nc(SCCS(=O)(=O)c2ccc(Cl)cc2)c1C#N	1	-12	23	11	-2	6	3	-10
COC(=O)c1sc(S(=O)(=O)NCc2ccccc2)c(C(=O)OC)c1C	7	11	0	18	6	-6	-7	3
O=C(NN=C1CCN(Cc2ccccc2)CC1)c1cc(Br)ccc1O	13	6	-6	4	-5	15	0	-3
CCOC(=O)c1ccccc1NC(=O)Cn1cnc2c(cnn2C(C)(C)C)c1=O	-11	-1	5	3	0	-46	3	2
O=c1oc(Nc2ccccc2F)nc2ccccc12	2	2	-26	0	3	-7	-3	2
C/C(=N\Nc1nc(C)cc(=O)[nH]1)C1CC1	7	-2	3	-15	-5	6	-1	-12
Cc1cccc([C@H](NC(=O)OC(C)(C)C)C(=O)OC(C)(C)C)c1	16	11	1	-12	-8	14	-2	6
Cc1nc2sccn2c(=O)c1S(=O)(=O)N1CCN(c2cccc(C(F)(F)F)c2)CC1	-1	-4	·	-2	-6	-19	4	-4

# One compound at a time, from the list above. Order of values: CCR6 antagonist | ATG4B inh | Gli-Sufu antag | UBC13 inh | EBI2 antag | APJ antagonist | APJ agonist | CXCR6 inh
# O=C(NN=C1CCN(Cc2ccccc2)CC1)c1cc(Br)ccc1O as listed: 13 | 6 | -6 | 4 | -5 | 15 | 0 | -3
# C/C(=N\Nc1nc(C)cc(=O)[nH]1)C1CC1 as listed: 7 | -2 | 3 | -15 | -5 | 6 | -1 | -12
# O=c1oc(Nc2ccccc2F)nc2ccccc12 as listed: 2 | 2 | -26 | 0 | 3 | -7 | -3 | 2
# Cc1nc2sccn2c(=O)c1S(=O)(=O)N1CCN(c2cccc(C(F)(F)F)c2)CC1 as listed: -1 | -4 | · | -2 | -6 | -19 | 4 | -4

# Additional compounds.
SMILES	CCR6 antagonist	ATG4B inh	Gli-Sufu antag	UBC13 inh	EBI2 antag	APJ antagonist	APJ agonist	CXCR6 inh
Cc1cccc(N(C(=O)Cn2nnc(-c3ccc(C)o3)n2)C(C(=O)NC2CCCC2)c2ccncc2)c1 (stereo unspecified)	4	-3	-1	-7	-7	7	-2	1
Cc1ccc(OCCC(=O)OCC(=O)NNC(=O)c2ccccc2)cc1	1	-5	0	-1	16	5	-4	1
O=C(Nc1ncccn1)c1ccc([N+](=O)[O-])cc1Cl	·	·	·	-8	-5	-20	-2	-2
COc1ccc(N2CCN(C(=O)CCS(=O)(=O)c3ccc4c(c3)NC(=O)C(C)S4)CC2)cc1 (stereo unspecified)	8	-9	-7	1	-9	0	9	-8
CC(C)c1nnc(SCC(=O)NCc2ccco2)n1C	12	-7	-38	3	1	-1	5	-2
CC(C)(C)NC(=O)COC(=O)c1cc(Cl)ccc1[N+](=O)[O-]	-7	-3	1	8	-12	-21	0	-7
Cc1cc2nc(-c3cccc(NC(=O)c4ccc(Br)o4)c3)oc2cc1C	16	-14	-38	2	-3	4	-1	5
O=C(/C=C/c1cn(-c2ccccc2)nc1-c1cccnc1)N1CCCC1	-22	1	-4	·	-38	·	·	12
CCc1csc(CCNC(=O)C2CCC(=O)N(Cc3cccc(C(F)(F)F)c3)C2)n1 (stereo unspecified)	16	5	-5	2	3	5	-5	-1
C=CCn1c(=O)c(C(C)=O)cn(N(C)c2ncc(C(F)(F)F)cc2Cl)c1=O	6	3	-3	-2	-3	0	-3	0
Cc1onc(-c2ccccc2)c1C(=O)Nc1cc(C(F)(F)F)ccc1N1CCOCC1	13	-12	13	3	0	-4	-3	-3
COc1ccc(/C=C2\SC(=O)N(CCNC(=O)C3=COCCO3)C2=O)cc1	8	-1	-32	-6	-11	0	-2	-13
CC(C)N(C(=O)COC(=O)c1cccnc1Cl)c1ccccc1	6	3	0	15	2	12	-1	10
Cn1cc(C(=O)c2ccc(Cl)cc2Cl)cc1C(=O)NN	-7	6	-2	2	6	-40	3	-8
N#CCCn1nnc(-c2ccccc2F)n1	-11	-4	7	-7	-12	2	3	6
Nc1nc(SCC(=O)Nc2ccc([N+](=O)[O-])cc2)n[nH]1	2	3	-8	-15	-4	1	-1	3
N#Cc1ccc(C23CC4(C2)[C@H](CN(CC2CCCCC2)[C@@H]4c2ccccc2)C3c2ccccc2)cc1 (stereo partly specified)	13	-1	17	-24	27	14	8	11
O=C(Cc1ccccc1)NC1CCN(C(=O)c2ccc([N+](=O)[O-])cc2)CC1	9	-11	2	·	0	·	·	3
CCNC(=S)N(Cc1ccc(OC)cc1)C1CC(=O)N(c2ccc(OCC)cc2)C1=O (stereo unspecified)	-1	6	-11	8	-1	-19	6	-2
CSc1nc2ccccc2n1CC(=O)Nc1ccc(C)c(C)c1	9	-12	3	1	-1	15	1	-5
Cc1onc(-c2ccccc2)c1C(=O)NC(=S)NNC(=O)c1cccnc1	13	-1	-4	-15	-1	7	-6	-2
O=[N+]([O-])c1ccccc1C1Nc2cccc3cccc(c23)N1	11	6	20	-35	-8	1	3	8
Cc1ccc(CN2CCN(Cc3ccccc3C(F)(F)F)CC2)cc1	6	1	7	5	-3	0	-1	2
CC(=O)c1sc2nc(C)c3c(c2c1N)CCCC3	4	-2	-18	-7	-4	9	-4	-13
O=C(NCc1ccccc1Cl)C1CCC(CNc2c(N3CCOCC3)c(=O)c2=O)CC1 (stereo unspecified)	1	0	-2	-2	-10	9	-3	1
CC(C)(C)/C(Cn1cncn1)=N\OC(=O)Nc1ccc(Cl)cc1	9	-6	-7	-18	-4	-5	0	-3
CC(C)(C)c1cc(OC(=O)c2ccncc2)ccc1O	0	-6	7	4	-10	0	2	0
Cc1ccnc(NC(=O)CNC(=O)COc2ccccc2)c1	-9	4	-14	-5	6	5	-7	-4
CC(C)N1CCN(Cc2ccc(-c3ccccc3)cc2)CC1CCO (stereo unspecified)	6	-2	25	6	-9	-4	-1	-9
CCOC(=O)c1c(C)sc2c1N(C(C)=O)c1cc(Cl)ccc1S2	2	16	4	-10	2	6	-3	5
Cc1cc(NC(=O)c2cc(-c3ccccc3C)nc3ccccc23)no1	4	2	7	0	-4	-8	0	9
O=C(CSc1ncnc2nc[nH]c12)c1ccc(Cl)cc1	10	-5	·	8	1	13	-2	3
Cc1[nH]c(=O)[nH]c(=O)c1S(=O)(=O)N1CCN(c2cccc(Cl)c2)CC1	-7	-6	-4	6	-6	14	-5	-11
Cc1ccc(C(=O)Cn2nnc(-c3cccs3)n2)cc1	6	9	-14	4	-1	7	-2	-3
COc1ccc(N(C(=O)Cn2nnc(-c3ccccc3F)n2)C(C(=O)NCC2CCCO2)c2ccc(Cl)cc2)cc1 (stereo unspecified)	10	1	12	-15	-6	2	0	7
COc1ccc(C(CC(=O)O)NC(=O)COc2cc(C)ccc2C)cc1OC (stereo unspecified)	8	-6	6	0	-7	-2	1	-7
Cc1ccc(C(=O)NC2CCCC2)cc1S(=O)(=O)N1CCCCC1	12	-2	40	-3	10	13	-3	8
CC(C)CCN1C(Nc2ccccc2)=NC[C@@H]1CC(C)C	6	1	7	-2	-13	9	-8	0
O=C(c1ccc(COc2ccc(Cl)cc2)o1)N1CCN(Cc2ccc3c(c2)OCO3)CC1	26	-3	0	9	19	5	-2	-2
CCC(CO)NC(=O)c1cccc(S(=O)(=O)N2c3ccccc3CC2C)c1 (stereo unspecified)	24	-3	-47	2	5	0	2	2
Cc1cc(OC(=O)c2ccc(S(=O)(=O)N3CCCC3)cc2)c([N+](=O)[O-])c(=O)[nH]1	10	0	-6	1	4	4	-1	2
CC1CCN(c2ccc(NC(=O)Cc3ccccc3)cc2)CC1	-12	-11	-25	-2	5	21	-1	-1
Oc1ccc(/C=N/N2CCOCC2)c(O)c1O	11	-1	-8	-2	-4	-47	3	1
O=C(/C=C/c1cccc2ccccc12)c1ccncc1	9	-12	52	·	13	·	·	-5
COc1ccccc1C(=O)NCCC(=O)N(C)CC(=O)Nc1c(Cl)cccc1Cl	-1	2	-2	-4	0	-4	0	-8
CC(C)(C)c1ccc(-n2ncc3c2CCCC3NC(=O)CN2CCCCC2=O)cc1 (stereo unspecified)	3	22	19	-1	0	-8	-1	-6
Cc1cc(C)c2c(=O)n(CC(=O)NCCCN3CCN(c4ccccc4F)CC3)sc2n1	100*	-2	-5	-14	·	-12	4	·
Cc1nn(Cc2ccc(C(=O)N/N=C/c3ccncc3)o2)c(C)c1Cl	-2	3	4	-1	-6	-11	3	-9
O=C(O)CC/C(=N\Nc1ccc([N+](=O)[O-])cc1)c1ccccc1	21	-5	2	-47	-4	19	-4	13
CS(=O)(=O)c1ccccc1C(=O)N(CCC1=CCCCC1)c1c(N)n(Cc2ccccc2)c(=O)[nH]c1=O	2	1	-1	-4	-5	6	8	7

# Further compounds
SMILES	CCR6 antagonist	ATG4B inh	Gli-Sufu antag	UBC13 inh	EBI2 antag	APJ antagonist	APJ agonist	CXCR6 inh
Cc1cccc(NC(=O)CSc2nc(C3CC3)nc3ccccc23)c1	15	-3	-40	6	6	-14	0	9
CCc1noc(C)c1C(=O)Nc1ccc(C)c(S(=O)(=O)N2CCCCCC2)c1	-7	-20	1	1	-2	-67	3	-4
CCCc1[nH]nc2c1C(c1ccc(OC)c(Cn3nnc4ccccc43)c1)C(C#N)=C(N)O2 (stereo unspecified)	31	-5	9	4	14	29	-8	24
COc1cc(-c2nnc(SCC(=O)Nc3ccc(C(=O)O)cc3)o2)cc(OC)c1OC	5	-2	3	6	-6	14	5	-9
Cc1c(Cl)cnc(NC(=O)CSc2nncs2)c1Cl	5	1	-9	8	-20	4	-3	2
CC1CC(C)CN(CCCNC(=O)Cc2c(C(=O)O)n(C)c3ccccc23)C1 (stereo unspecified)	14	-12	-7	15	-8	-1	2	-3
Cc1cc(C)c2c(c1)SC1=NC(c3ccccc3)(C(F)(F)F)NC(=O)N12 (stereo unspecified)	13	-10	15	-7	-3	-25	17	-8
Cc1c(Cl)cccc1NC(=O)COC(=O)c1ccc(CN2CCCC2=O)cc1	9	6	3	2	-6	3	2	-2
Cn1c(=O)c(=O)n(C)c2cc(S(=O)(=O)N3CCC(Cc4ccccc4)CC3)ccc21	-3	3	-22	-12	-3	-6	2	7
O=C(N/N=C/c1cccc(OCc2ccccc2)c1)c1cccs1	4	-10	-25	2	8	-5	-2	0
Nc1nc(-c2ccc(Cl)cc2)cc(C(F)(F)F)n1	-8	2	-4	12	0	28	-4	8
CCN(CC)S(=O)(=O)c1cccc(-c2n[nH]c(=S)n2/N=C/c2ccc(OC(F)F)cc2)c1	29	-1	7	-12	24	11	-3	14
O=C(O)c1c[nH]c(=S)n1-c1ccc(F)cc1	-3	-2	1	9	-4	6	-2	-11
COc1ccc(NC(=O)/C(=C\c2cc(OC)c(OC)cc2[N+](=O)[O-])NC(=O)c2ccccc2)cc1	-4	-5	-14	-3	-1	6	-1	6
CCOCC(=O)Nc1c(C(=O)Nc2ccc3c(c2)OCCO3)oc2ccccc12	11	2	-139	14	-5	3	-5	10
Cc1cc(C)cc(C(=O)NCCn2cc(SCC(=O)N3CCOCC3)c3ccccc32)c1	6	-6	7	8	2	0	7	-5
NS(=O)(=O)c1ccc(CCNC(=O)CSc2cccs2)cc1	-1	-3	-24	-17	-9	-4	-1	-1
O=C(N/N=C/c1cn(Cc2ccccc2)c2ccccc12)c1cc(O)cc(O)c1	0	26	-10	13	1	-21	0	4
Cc1ccc(NC(=O)Cc2ccc(Cl)cc2)nc1	1	-12	-7	7	-11	8	-5	4
O=C(COC(=O)Cc1c(F)cccc1Cl)Nc1ccc2[nH]c(=O)[nH]c2c1	4	0	9	2	-5	5	-3	0
